Source: PubChem (several laboratories)
RGS4 act: RGS4 potentiators or activators, primary screen, cell-based, HEK293 M3R inducible RGS4, calcium flux | carbachol calcium flux Fluo4; hits give low values | B-score at 10 µM | 0.92% of 310,000 active;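 active means B-score of the integrated calcium signal more than 4 SD below the library mean, with starting fluorescence not abnormally high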;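 further: negative B-score means reduced calcium response which marks RGS4 activation or potentiation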
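System – HEK293 FlpIn-TREx cells, stable M3R, doxycycline-inducible RGS4 · Reagent – ECmax carbachol challenge · Times – compound preincubation 20 min at room temperature before agonist · Technique – Fluo4 fluorescence kinetic imaging of calcium · Measure – B score of integrated Fluo4 ratio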
GSK3 alpha inh: blockers of GSK3A enzyme activity – biochemical, luminescence, cell-free homogeneous, HTS, primary screen; GSK-3 alpha kinase, ADP-Glo luminescence, 60 min; inhibition, % at 10 µM; 0.1% of 320,000 active; AID 2650, 2010;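 in the data active means inhibition above about 50%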;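 further: GST-tagged GSK-3 alpha with peptide substrate and 25 µM ATP; 0% = DMSO neutral wells and 100% = GW8510 positive control wells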
KCNQ1 act: potentiators or activators of KCNQ1 channel, primary screen, cell-based, thallium flux, high-throughput. Potassium voltage-gated channel subfamily KQT member 1 (Homo sapiens), P51787. 0.35% of 310,000 active. B-score at 10 µM. CHO-K1 KCNQ1, thallium flux FluxOR fluorescence; hits give high values;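 active means fluorescence ratio B-score, a plate-corrected score, at least three library SD, with initial intensity B-score within 5 SD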
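Schedule – 37 °C overnight plating, 90-min dark dye load, 20-min compound pretreatment · System – stable KCNQ1 CHO-K1 line · Probe or stimulus – thallium- and potassium-containing depolarizing buffer · Measured by – kinetic FluxOR fluorescence, 10 s baseline plus 110 s post-stimulus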
Dyrk1A ADPGlo: rat Dyrk1A kinase inhibitors, primary screen, biochemical, single point, plate reader; 0.43% of 310,000 active; Dual specificity tyrosine-phosphorylation-regulated kinase 1A (Rattus norvegicus), Q63470; inhibition, % at 12.5 µM; AID 504441, 2011; ADP-Glo luminescence, NFATc1 peptide; in the data active means inhibition above about 50%;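 further: plate controls were vehicle with enzyme for no effect and no enzyme for full effect; many of its hits are not listed in these tables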
HDAC3 inhib: HDAC3 deacetylase inhibitors, primary screen, biochemical, fluorescence, cell-free homogeneous; recombinant HDAC3, fluorogenic peptide/trypsin coupled; AID 2718, 2010; Histone deacetylase 3 (Homo sapiens), O15379; 0.15% of 320,000 active; inhibition, % at 8.3 µM; in the data active means inhibition above about 26%, passing the limit was not always enough; inconclusive means no clear call, values can overlap the other calls
Target sequence (O15379 whole entry, looked up): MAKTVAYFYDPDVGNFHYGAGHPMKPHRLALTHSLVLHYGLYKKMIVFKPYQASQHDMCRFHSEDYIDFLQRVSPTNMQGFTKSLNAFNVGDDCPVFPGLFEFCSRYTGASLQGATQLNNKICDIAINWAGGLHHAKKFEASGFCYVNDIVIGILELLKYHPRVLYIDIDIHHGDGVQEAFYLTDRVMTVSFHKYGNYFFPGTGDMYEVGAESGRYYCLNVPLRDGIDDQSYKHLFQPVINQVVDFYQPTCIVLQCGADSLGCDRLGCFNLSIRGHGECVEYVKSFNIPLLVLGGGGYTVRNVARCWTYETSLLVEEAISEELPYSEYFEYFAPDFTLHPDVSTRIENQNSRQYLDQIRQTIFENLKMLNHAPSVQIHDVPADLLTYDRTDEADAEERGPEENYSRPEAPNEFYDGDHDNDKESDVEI
hERG rescue: hERG rescue from dofetilide block, primary screen, cell-based, CHO-hERG, FluxOR thallium flux, dofetilide IC70. Voltage-gated inwardly rectifying potassium channel KCNH2 (Homo sapiens), Q12809. dofetilide IC70 present. activation (rescue from dofetilide block), less the hit threshold, % at 10 µM. 0.51% of 310,000 active;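 active means activation above the mean of controls blocked by dofetilide plus 5 SD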;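 further: thallium influx through hERG after potassium depolarization seen as dye fluorescence rise; in these data hits start at about 4.7%; inactives centre near -7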
KCNQ1 inh: inhibitors of human KCNQ1 channel, primary screen, cell-based, thallium flux, high-throughput | CHO-K1 KCNQ1, FluxOR thallium flux fluorescence; hits give high values | B-score at 10 µM | 1.3% of 310,000 active | AID 2642, 2010 | Potassium voltage-gated channel subfamily KQT member 1 (Homo sapiens), P51787;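 active means compounds whose thallium flux B-score, printed positive for inhibition, exceeds three library SD while starting fluorescence stays within three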;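 further: channel opened by potassium depolarization with thallium stimulus after 20 min compound exposure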
PolyA inhibitor: polyadenylation inhibitors in yeast reporter cells, primary screen, luminescence, S. cerevisiae; calls only at 12 µM; 0.02% of 300,000 active; S. cerevisiae SKY197-pL101 polyadenylation reporter, beta-gal luminescence; efflux-impaired pdr1/pdr3 knockout yeast; score 100 = 6 SD above DMSO;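 active means lowest replicate activity score at least 50, where 100 means six control SD above control mean; inconclusive means lowest score under 50 but half or more replicates reach 50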;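 further: yeast exposed to compound for 9 h at 30 °C; higher score means more reporter readthrough which indicates perturbed polyadenylation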
KCNK3 inh: human KCNK3 channel inhibitors, primary screen, CHO cells, FluxOR thallium flux, B-score; B-score at 10 µM; AID 602410, 2012; 0.84% of 340,000 active; FluxOR fluorescence; hits give low values; Potassium channel subfamily K member 3 (Homo sapiens), O14649;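 active means B-score under library mean minus 4 SD, starting fluorescence ratio at most library mean plus 5 SD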;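 further: more negative B-score means stronger inhibition of thallium flux through KCNK3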
Target sequence (O14649 whole entry, looked up): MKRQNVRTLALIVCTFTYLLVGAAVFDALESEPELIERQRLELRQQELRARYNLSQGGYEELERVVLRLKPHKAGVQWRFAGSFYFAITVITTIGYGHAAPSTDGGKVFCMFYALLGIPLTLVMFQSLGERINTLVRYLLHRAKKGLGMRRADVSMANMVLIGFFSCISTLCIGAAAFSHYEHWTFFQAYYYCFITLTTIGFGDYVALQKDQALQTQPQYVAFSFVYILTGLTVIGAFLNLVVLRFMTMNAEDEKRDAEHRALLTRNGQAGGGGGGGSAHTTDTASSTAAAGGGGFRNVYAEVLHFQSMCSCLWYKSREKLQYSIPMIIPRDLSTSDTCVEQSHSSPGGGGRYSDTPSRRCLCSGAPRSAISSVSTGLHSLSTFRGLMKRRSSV
GSK3B inh: human GSK3beta kinase inhibitors, primary screen, biochemical, cell-free homogeneous, HTS | 0.038% of 300,000 active | activity score (negative = inhibition), % at 10 µM | GST-GSK3beta kinase, ADP-Glo luminescence, 60 min; hits give low values | Glycogen synthase kinase-3 beta (Homo sapiens), P49841;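 active means more than half of replicate wells score below -50%, meaning over 50% inhibition versus plate controls; inconclusive means some replicates but at most half score below -50%; inactive means no replicate scores below -50%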;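 further: 0% = median DMSO wells and -100% = median GW8510 positive control wells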
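Test system: GST-tagged human GSK3beta kinase, cell-free; evaluation: activity score scaled between in-plate DMSO and GW8510 controls; measured by: ADP-Glo luminescence; incubation: 60 min reaction, RT; benchmarks: DMSO and 20 µM GW8510; reagent: peptide substrate plus 25 µM ATP (final); medium: Tris/MgCl2 kinase buffer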
KCNK9 block: KCNK9 potassium channel inhibitors, primary screen, HEK293 cells, thallium flux; Potassium channel subfamily K member 9 (Homo sapiens), Q9NPC2; FluxOR thallium flux fluorescence; hits give low values; B-score at 10 µM; 1.2% of 310,000 active;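 active means ratio B-score over 3 SD below the library mean, with starting fluorescence within 5 SD of its mean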;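 further: negative B-score means less thallium flux so channel inhibition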
Active calls of the source: *; i = inactive; ? = inconclusive; / = no result given; & = joins results of further samples. These rows are one share of the data (hit frequency here may not be typical).

SMILES	RGS4 act	GSK3 alpha inh	KCNQ1 act	Dyrk1A ADPGlo	HDAC3 inhib	hERG rescue	KCNQ1 inh	PolyA inhibitor	KCNK3 inh	GSK3B inh	KCNK9 block
CSCCC(Nc1ccc(S(=O)(=O)N2CCOCC2)cc1[N+](=O)[O-])C(=O)OCC(=O)NCC(C)C (stereo unspecified)	i	-2	i	0	?	-13	i	i	i	3	i
COC(=O)c1cc(S(=O)(=O)NCc2cccs2)c[nH]1	i	-2	i	1	3	-8	i	i	i	-2	i
COC(=O)c1ccc(OC)c(Cn2c(=O)n(C)c(=O)c3sccc32)c1	i	-1	i	/	4	-7	i	i	i	0	i
COc1ccc(CCN2C(=O)C(O)=C(C(C)=O)C2c2ccccc2OC)cc1OC (stereo unspecified)	i	-5	i	0	-4	-4	i	i	i	4	i
CCOc1ccc(C2OC(=O)Cc3cc(OC)c(OC)cc32)cc1 (stereo unspecified)	i	-2	i	-2	0	-4	i	i	i	1	i
O=C(CSc1nnc(NC(=O)c2ccccc2F)s1)NCc1ccco1	i	8	i	-4	0	-5	i	i	i	-4	i
C/C(=N\NC(=O)C(N)=O)c1ccc(OC(F)F)cc1	i	2	i	-8	-2	-1	i	i	i	3	i
Cc1ccc(NC(=O)CN(C)C(=O)CSc2nc3ccccc3c(=O)n2Cc2ccco2)cc1	i	-2	i	-4	3	-9	i	i	i	1	i
Cc1ccc(S(=O)(=O)NC2=NCN(C3CCCCC3)CN2)cc1	i	-3	i	4	-2	-10	i	/	i	-4	i
Cc1ccc2c(c1)C(C)CC(C)(C)N2C(=O)NC1CCCCC1 (stereo unspecified)	i	-2	i	6	7	-14	i	i	i	-1	i
Cc1cc(N2C(=O)C(=O)/C(=C(/O)c3ccc(F)cc3)C2c2ccc(F)cc2)no1 (stereo unspecified)	i	-3	i	-12	-1	-5	i	i	i	-2	i
CCOC(=O)c1cccc(NC(=O)CN2CCN(c3ccc(OC)cc3)CC2)c1	i	1	i	6	-1	-4	i	i	i	1	i
COc1ccccc1Cc1noc(-c2cc(Cl)ccc2OC)n1	i	-3	i	0	-1	-14	i	i	i	1	i
O=C(CN(C(=O)c1ccccc1)N1C(=O)CCC1=O)c1cccs1	i	-1	i	/	1	-4	i	i	i	4	i
COc1ccc(C2NCCc3cc(OC)c(OC)cc32)cc1OC (stereo unspecified)	i	0	i	2	-1	-11	i	i	i	3	i
O=c1n(S(=O)(=O)c2cccc3cccnc23)c2ccccc2n1S(=O)(=O)c1cccc2cccnc12	i	-4	i	-1	2	-2	i	i	i	3	i
O=C(NC(=S)N1CCN(C/C=C/c2ccccc2)CC1)c1cccnc1	i	-4	i	4	1	-10	i	i	i	1	i
Cc1cccn2cc(CCNC(=O)c3cccs3)nc12	i	-4	i	-2	1	-11	i	i	i	1	i
Cc1cc(NC(=O)CSC2=NS(=O)(=O)c3cc(Cl)ccc3N2)no1	i	7	i	4	0	-12	i	i	i	4	i
CCOC(=O)c1c(-c2cccs2)csc1NC(=O)CC(C)C	i	5	i	0	11	0	i	i	i	1	i
Cc1ccc(C(=O)Nc2oc(-c3ccccc3)cc2C#N)cc1	i	2	i	-4	1	-11	i	i	i	2	i
O=c1onc(-c2ccccc2)n1-c1cc(Cl)cc(Cl)c1	i	0	i	/	5	-7	i	i	i	-1	i
CCC(=O)c1cn(CC(=O)O)c2ccccc12	i	-2	i	-4	3	-12	i	i	i	3	i
COc1cc2nc(N3CCNCC3)nc(N)c2cc1OC	i	-1	i	-13	-27	-4	i	i	i	-7	i
CCCc1c(C(=O)N/N=C/C(C)=C/c2ccco2)nnn1-c1nonc1N	i	1	i	-4	0	-4	i	i	i	/	i
Nc1ccc2nc(-c3cccs3)[nH]c2c1	i	1	i	4	-88	-3	i	i	i	-1	i
CCOc1ccc(-c2nonc2NC(=O)c2ccco2)cc1	i	-2	i	-2	-3	-8	i	i	i	3	i
O=C(CN1C(=O)NC2(CCCCC2)C1=O)N1CCN(S(=O)(=O)c2ccc(F)cc2)CC1	i	-2	i	-2	-5	-18	i	i	i	1	i
O=C(O)C1CCCN1C(=O)Oc1ccccc1 (stereo unspecified)	i	-1	i	-3	-3	-2	i	i	i	3	i
CCn1c2ccccc2c2cc([N+](=O)[O-])ccc21	i	-5	i	2	4	-3	i	i	i	1	i
Cc1ccc(NC(=O)Cn2ncc3ccccc32)c(Cl)c1	i	1	i	-5	4	-11	i	i	i	1	i
Cc1cccc(-c2n[nH]c(=S)n2/N=C/C=C/c2ccco2)c1	i	-1	i	8	1	-6	i	i	i	3	i
O=C(CC1(O)C(=O)N(Cc2ccc3c(c2)OCO3)c2ccccc21)c1ccccc1 (stereo unspecified)	i	0	i	11	5	-5	i	i	i	2	i
COc1ccccc1C(=O)Nc1ccc(Oc2ncnc3sc(-c4ccccc4)cc23)cc1	i	7	i	-6	0	-4	i	i	i	-4	i
O=C1c2ccccc2C(=O)N1CCCCSc1nnc2c(Cl)cc(Cl)cn12	i	-5	i	8	-3	-10	i	i	i	8	i
O=C(Cn1cnc(S(=O)(=O)N2CCCC2)c1)Nc1ccccc1	i	-5	i	-4	-6	0	i	i	i	-1	i
CC(C)(C)C(=O)Nc1c2c(nc3c1CCC3)CCCC2	i	2	i	-6	-6	-10	i	i	i	0	i
CCN1C(=O)/C(=C\c2ccncc2)SC1=S	i	0	i	-4	-4	-3	i	i	i	-3	i
O=C1CN(S(=O)(=O)c2ccc(F)cc2)CC(=O)N1CCc1ccccc1	i	/	i	/	/	-2	i	i	/	-3	i
Cc1cccn2c(=O)nc(SCC(=O)N3CCCCC3)nc12	i	-1	i	-5	6	-10	i	i	i	-6	i
CCOCCCNS(=O)(=O)c1ccc2c(c1)OCCO2	i	1	i	-3	2	0	i	i	i	-1	i
Cc1ccc(NC2CC(=O)N(c3ccc(C)cc3)C2=O)cc1 (stereo unspecified)	i	0	i	-9	-2	-7	i	i	i	1	i
CCOCc1c(C(=O)OCC(=O)Nc2ccc(C)c(S(=O)(=O)N(C)C)c2)oc2ccccc12	i	1	i	-4	4	-6	i	i	i	0	i
Cc1ccc(NC(=O)/C=C\C(=O)NCC(=O)O)cc1	i	2	i	-4	0	-9	i	i	i	-2	i
CCCc1[nH]n(-c2nc3ccccc3s2)c(=O)c1C=NCC1CCCO1 (stereo unspecified)	i	1	i	3	5	-9	i	i	i	-1	i
CC(=O)c1cccc(OCc2cc(C(=O)NCc3nc(C)c(C)s3)no2)c1	i	0	i	2	-4	0	i	i	i	0	i
CCc1cc(C(=O)N2CCCC(CNC(=O)c3ccc(-c4ccccc4)cc3)C2)no1 (stereo unspecified)	i	-3	i	5	-1	-7	i	i	i	-1	i
COc1ccccc1-n1ccnc(SCC(=O)NCCc2ccccc2)c1=O	i	/	i	7	/	1	i	i	i	2	i
Cc1cc(C(=O)CN2C(=O)CCC2=O)c(C)n1Cc1ccccc1	i	0	i	4	-5	-13	i	i	i	-1	i
Cc1ccc(Cl)cc1NC(=O)COC(=O)C12CC3CC(CC(C3)C1)C2	i	-1&-3	i	6&-1	0&-1	-1&-13	i	i	i	-2	i
Cn1nnnc1SCC(=O)NNC(=O)c1ccc(F)cc1	i	-2	i	0	-2	-15	i	i	i	1	i
CC(C)NC(=O)c1cc(-c2cccs2)nc2ccccc12	i	0	i	-5	0	-7	i	/	i	-2	i
CC1CCN(C(=O)CSc2nnc(-c3cccnc3)o2)CC1	i	4	i	-3	3	-6	i	i	i	2	i
OCCCc1nc2ccccc2n1Cc1ccccc1	i	-2	i	2	-2	-4	i	i	i	1	i
CCCCCc1nc2sc3c(c2c(=O)n1N)CCC3	i	0	i	-5	1	-11	i	i	i	-1	i
CCc1ccccc1N(C(=O)Cn1nnc2ccccc21)C(C(=O)NCCOC)c1ccco1 (stereo unspecified)	i	-5	i	2	-4	-5	i	i	i	-2	i
Cc1cc(C)c2cc(C(=O)N3CCN(c4ncccc4C(F)(F)F)CC3)[nH]c2c1	i	0	i	-2	-5	-3	i	i	i	1	i
COc1ccc(C(=O)Nc2nncs2)c(OC)c1	i	0	i	16	8	-4	i	i	i	0	i
Cn1c(CNC(=O)c2ccccc2F)nnc1SCc1nc2ccccc2c(=O)[nH]1	i	1	i	/	0	6.8*	i	i	/	-2	i
Cc1cc(NC(=O)COn2nnc3ccccc32)no1	i	0	i	-3	-3	-2	i	i	i	2	i
Cc1cc(OCC(=O)NC(C)C)cc(C)c1Br	i	/	i	-1	/	-9	i	i	i	1	i
O=C(NCC1(N2CCCCC2)CCCCC1)C1CC(=O)N(c2ccc3c(c2)OCCO3)C1 (stereo unspecified)	i	-1	i	/	1	-12	i	i	i	3	i
